All columns: NCI-60 one-dose screen, growth in % after 48 h at 10 µM unless noted; 100 = growth as untreated, 0 = no growth, -100 = all killed.
MDA-MB-231 = MDA-MB-231 breast cancer. 81,000 compounds, 5% hits. AID 1794789
MDA-MB-468 = MDA-MB-468 breast cancer; 78,000 compounds, 8.5% hits; AID 2202374
T-47D = T-47D breast cancer. AID 1794792. 79,000 compounds, 5% hits
LOX IMVI = LOX IMVI melanoma; 79,000 compounds, 7.4% hits; AID 1794757
MCF7 = MCF7 breast cancer; 82,000 compounds, 6.3% hits; AID 1794796
BT-549 = BT-549 breast cancer; 78,000 compounds, 4.4% hits
K-562 = K-562 leukemia; 78,000 compounds, 7.4% hits
HS 578T = HS 578T breast cancer; 78,000 compounds, 4.1% hits
The depositor's hits bear a star; x = not tested or not shown. The calls were made as follows: active = growth percent below 10; inactive = the rest.

SMILES	MDA-MB-231	MDA-MB-468	T-47D	LOX IMVI	MCF7	BT-549	K-562	HS 578T
O=C(C1=CNC(=S)NC1c1ccccc1)c1cc2ccccc2oc1=O (stereo not drawn)	99	85	97	83	x	80	99	88
CC(C)(C)CC(C)(C)Nc1c(-c2ccc(-c3ccccc3)cc2)nc2sccn12	90	108	52	101	53	92	83	107
C[C@@H](C[C@H](CCOC(=O)N1CCOCC1)c1ccccc1)c1ccc2ccccc2c1	96	96	76	94	102	105	77	102
N#CCCN=Nc1c(O)[nH]c2ccc([N+](=O)[O-])cc12	90	100	93	90	87	107	105	103
C=C(CN1CCN(c2cccc(C(F)(F)F)n2)CC1)c1ccc(C(=O)Nc2ccccc2N)cc1	34	x	x	8.1*	1.5*	23	3.4*	41
CCCCc1ccc(C(O)(CCN2CC3CCC(CC3)C2)c2ccccc2)cc1 (stereo not drawn)	99	97	74	103	96	90	75	x
Cc1ccc(S(=O)(=O)N(C)CCN(C)S(=O)(=O)c2ccc(C)cc2)cc1	108	100	81	83	97	100	96	97
O=[N+]([O-])c1ccc(CC2=NCCc3cc4c(cc32)OCO4)cc1	99	85	84	96	96	99	95	89
Cc1ccc(CNC(=O)Nc2ccc3cc4ccc(NC(=O)NCc5ccc(C)cc5)cc4nc3c2)cc1	102	100	66	85	74	104	72	79
CCOC(=O)c1cc2c([nH]1)-c1nc(Nc3ncccn3)sc1CCC2	104	103	82	93	89	100	97	102
CNC(=O)NCCCCCNC(=O)NC	115	107	94	99	97	98	98	115
NCc1cc(Nc2ccnc3cc(Cl)ccc23)ccc1F	67	82	79	93	78	101	62	82
Nc1nc(N)c(N=Nc2ccccc2)c(-c2ccccc2)n1	50	8.7*	10	43	19	47	77	3.4*
COc1ccc(-c2nnc(-c3c(-c4ccc(F)cc4)nc4ncccn34)o2)cc1	97	89	95	97	85	102	89	104
O=c1c(-c2nc3ccccc3[nH]2)cc2ccccc2n1Cc1cn(Cc2ccc(Br)cc2)nn1	70	93	106	96	93	93	103	83
O=[N+]([O-])c1ccc(I)c(Br)c1	107	103	111	106	92	104	92	109
COc1cc([N+](=O)[O-])c(Cl)cc1N	108	91	89	96	90	x	100	100
O=c1[nH]c(=O)n(C2C[C@H](O)[C@@H](CO)O2)cc1C(F)(F)F (stereo partly drawn)	107	117	95	103	102	105	x	124
CC1=Nc2cnc(Nc3ccc(N4CCNCC4)cc3)nc2Nc2ccccc21	75	93	89	98	88	78	86	89
OC1c2ccccc2-c2ccccc21	116	116	111	97	124	x	95	100
O=c1c2ccccc2c(=O)c2c1ccc1[nH]c3c(ccc4c(=O)c5ccccc5c(=O)c43)[nH]c12	101	108	79	98	92	105	87	104
COc1ccc(/C=C2\Oc3cc(OCCCN4CCCC4)ccc3C2=O)c(OC)c1	79	62	99	-28*	44	95	-30*	95
COc1ccc(-c2oc3cc(O)cc(O)c3c(=O)c2OC)cc1O	33	-3.5*	23	37	26	40	x	11
CC/C(=C(/c1ccc(OCCN(C)C)cc1)c1ccc(OC(=O)CCCCC(=O)c2c(C)[nH]c(/C=C3\N=C(c4ccc[nH]4)C=C3OC)c2C)cc1)c1ccccc1	-17*	48	25	14	-22*	61	7.1*	34
CCOC(=O)C(F)C(Sc1ccccc1)C1CC1CCc1ccc(OC)cc1 (stereo not drawn)	88	54	53	88	81	94	56	95

Looked up above.
Reading for O=c1c(-c2nc3ccccc3[nH]2)cc2ccccc2n1Cc1cn(Cc2ccc(Br)cc2)nn1 in HS 578T: 83
Reading for COc1ccc(/C=C2\Oc3cc(OCCCN4CCCC4)ccc3C2=O)c(OC)c1 in T-47D: 99

Carrying on:
SMILES	MDA-MB-231	MDA-MB-468	T-47D	LOX IMVI	MCF7	BT-549	K-562	HS 578T
S=C(N/N=C/c1ccc(Cl)c(Cl)c1)Nc1cccc2ccccc12	80	96	17	87	82	112	x	78
CCCCn1cc(-c2nc3ccccc3[nH]2)c2cccnc21	109	104	98	99	98	97	100	95
CC(=O)N1N=C(c2ccc3c(c2)OCO3)CC1c1ccc(Cl)cc1 (stereo not drawn)	83	101	91	100	93	96	96	106
COC(=O)c1cc(=O)nc(NN=C2c3ccccc3-c3ccccc32)s1	75	54	45	70	53	66	56	85
N#Cc1c(-c2ccccc2)nc(SCC(O)CN2CCOCC2)nc1N1CCOCC1 (stereo not drawn)	77	77	26	78	5.0*	29	90	6.2*
CC(C)(C)c1ccc(NCc2cn(-c3ccc(C(=O)O)cc3)nc2-c2ccc(C(=O)O)cc2)cc1	109	108	104	98	107	99	103	99
O=C(NNC(=S)NC1CC1)c1cc2ccc1CCc1ccc(cc1)CC2	102	109	112	102	92	98	104	98
O=C1S/C(=C\c2ccc(F)cc2)C(=O)N1Cc1cc2ccccc2nc1Cl	108	103	111	97	100	123	122	99
Cc1cc(C#Cc2ccc(C(C)(C)C)cc2)ccc1-n1c(/C=C/c2ccc3ccccc3c2)nc2ccccc2c1=O	102	119	122	89	86	114	112	x
CC(C)Cn1cnc2c(SCc3ccccc3Cl)nc(N)nc21	72	89	78	58	95	84	53	77
CNCCNc1nc2ccccc2c2c(=O)c3cc(OC)ccc3sc12	1.8*	45	-34*	-88*	-57*	76	-34*	56
CCN(CC)C(=O)O/N=C/c1ccccc1	85	116	110	78	101	98	107	116
CC(=O)/C(=C/c1ccccc1)C(=O)CC(C)C	119	94	107	-23*	50	99	41	90
CCOc1ccccc1F	109	104	103	98	107	100	103	102
O=[N+]([O-])c1ccc(/C=C(/C2=NCCN2)n2cnc3ccccc32)cc1	92	93	88	90	77	131	81	96
CNc1nc(NC)nc(NC)n1	116	108	106	107	102	114	80	114
O=C(Nc1ccc(/C=C2\SC(=O)N(Cc3ccc(OC(F)(F)F)cc3)C2=O)cc1)c1ccc(Cl)c([N+](=O)[O-])c1	53	13	4.8*	73	1.6*	75	46	72
COc1ccc2[nH]c3c(=O)sc(C(=O)O)cc3c2c1	111	102	106	102	97	106	99	98
COc1cc(N=Nc2ccc(C)cc2S(N)(=O)=O)c(C)cc1N	76	94	56	91	72	102	90	99
Cc1ccc(NC(=O)c2sc3nc(C)c(Br)c(C)c3c2N)cc1	55	67	62	62	59	80	95	32
Cc1nc(NC(=S)Nc2ccc(F)cc2)sc1C(=O)NN	91	111	99	94	108	x	133	99
CC(=O)O[C@H]1C2=C(C)CC[C@H]2[C@]2(C)O[C@@]1(C(C)C)C[C@H]2OC(=O)CO	102	101	93	96	106	111	100	101
COC1OC(COS(=O)(=O)c2ccc(C)cc2)C(OC(=O)c2ccccc2)C(OC(=O)c2ccccc2)C1OC(=O)c1ccccc1 (stereo not drawn)	75	96	90	94	89	95	112	115
COc1ccc(C(=O)NCCNc2nccc(-c3c(-c4ccc(F)cc4)nc4sccn34)n2)cc1	62	68	58	43	25	x	60	29
Clc1ccc(CSc2nc3ccccc3[nH]2)cc1	69	76	65	89	98	285	66	84

Brought forward from above: 2 entries, followed by the next part.
SMILES	MDA-MB-231	MDA-MB-468	T-47D	LOX IMVI	MCF7	BT-549	K-562	HS 578T
COc1ccc(C(=O)NCCNc2nccc(-c3c(-c4ccc(F)cc4)nc4sccn34)n2)cc1	62	68	58	43	25	x	60	29
Clc1ccc(CSc2nc3ccccc3[nH]2)cc1	69	76	65	89	98	285	66	84
NS(=O)(=O)c1ccc(C(=O)NN2C(=O)c3cccc4cc([N+](=O)[O-])cc(c34)C2=O)cc1	104	106	100	98	89	112	103	96
O=C(CSc1ccc(-c2ccccc2)nn1)Nc1nc2ccccc2[nH]1	87	78	86	71	70	91	103	85
Nc1cc([N+](=O)[O-])ccc1Nc1ccc(O)cc1	59	x	93	89	99	x	82	80
O=[N+]([O-])c1ccc(-c2nc(-c3ccccc3)c(-c3ccccc3)n2-c2ccc(S(=O)(=O)Nc3ncccn3)cc2)cc1	43	40	10	28	29	11	47	37
COc1ccc(Nc2ncccc2NC(=O)c2cn(Cc3cccc(OC)c3)nn2)cc1	95	94	92	102	88	103	92	100
O=[N+]([O-])c1cccc(N=Nc2ccc(O)cc2O)c1	77	70	54	81	84	50	18	73
N#Cc1nn(-c2ccc(Cl)cc2)nc1N1CCOCC1	99	107	101	103	92	107	106	104
Cc1ccc(N2C(=O)c3ccccc3C2(O)c2ccccc2)cc1 (stereo not drawn)	98	107	113	103	107	119	94	108
COc1ccc(CSc2nc3cc(OC)c(OC)cc3c(=O)n2-c2ccccc2)cc1	105	101	103	97	93	101	107	100
Cn1c(=O)c2c(ncn2CC[N+](C)(C)C)n(C)c1=O	104	101	89	100	100	115	92	110
O=C1Nc2ccc(Cl)cc2C1(Cl)Cl	90	105	99	94	87	122	90	98

Structures listed so far containing a Cl atom (10):
SMILES	MDA-MB-231	MDA-MB-468	T-47D	LOX IMVI	MCF7	BT-549	K-562	HS 578T
NCc1cc(Nc2ccnc3cc(Cl)ccc23)ccc1F	67	82	79	93	78	101	62	82
COc1cc([N+](=O)[O-])c(Cl)cc1N	108	91	89	96	90	x	100	100
S=C(N/N=C/c1ccc(Cl)c(Cl)c1)Nc1cccc2ccccc12	80	96	17	87	82	112	x	78
CC(=O)N1N=C(c2ccc3c(c2)OCO3)CC1c1ccc(Cl)cc1 (stereo not drawn)	83	101	91	100	93	96	96	106
O=C1S/C(=C\c2ccc(F)cc2)C(=O)N1Cc1cc2ccccc2nc1Cl	108	103	111	97	100	123	122	99
CC(C)Cn1cnc2c(SCc3ccccc3Cl)nc(N)nc21	72	89	78	58	95	84	53	77
O=C(Nc1ccc(/C=C2\SC(=O)N(Cc3ccc(OC(F)(F)F)cc3)C2=O)cc1)c1ccc(Cl)c([N+](=O)[O-])c1	53	13	4.8*	73	1.6*	75	46	72
Clc1ccc(CSc2nc3ccccc3[nH]2)cc1	69	76	65	89	98	285	66	84
N#Cc1nn(-c2ccc(Cl)cc2)nc1N1CCOCC1	99	107	101	103	92	107	106	104
O=C1Nc2ccc(Cl)cc2C1(Cl)Cl	90	105	99	94	87	122	90	98

Assay outcomes from PubChem BioAssay.
